H9c2 TAG inh: inhibitors of triacylglycerol accumulation. H9c2 cells, Nile Red lipid (TAG) fluorescence; cells loaded with 200 µM oleic acid. inhibition, % at 12.5 µM. actives 0.66% (n = 230,000). AID 651582;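 active means pattern-corrected inhibition of lipid staining of at least 50% with the nuclear-stain viability signal not falling by more than 50%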;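 further: 0% = DMSO wells and 100% = triacsin C control wells; some results filed as inactive read as strong as hits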
H9c2 TAG inh DAPI viability: recorded beside H9c2 TAG inh, whose call it bears; DAPI nuclei signal change (viability), lower = more cytotoxic, %;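 whole-well DAPI fluorescence read on a plate reader as a viability signal; minus 50 percent equals half of cells still viable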
Active calls of the source: *; & = joins results of further samples. Some of the compounds tested; count on the stated rates, not on these rows.

mol	H9c2 TAG inh DAPI viability	H9c2 TAG inh
COc1ccc(NC(=O)C2Cc3c(-c4ccc(Cl)cc4)ccnc3O2)cc1OC (stereo not drawn)	9	-21
C[C@@]12C(=O)Nc3ccc(Br)cc3C(=O)N1[C@H]1c3cc(Br)ccc3OC[C@@H]1[C@@H]2c1ccccc1	-24*	73*
O=C(OCC(=O)c1ccc[nH]1)c1ccc(Cl)c(Cl)c1	4	-4
CCC(c1nnc(SCC(=O)Nc2ccc(NC(C)=O)cc2)n1Cc1ccccc1)N(C)C (stereo not drawn)	-6	2
COc1ccc(CCNS(=O)(=O)c2ccc(OC)cc2)cc1	5	4
O=C(Oc1ccc(-c2cnc3ccccc3n2)cc1)c1ccc(Cl)c([N+](=O)[O-])c1	-2	15
O=C1CC(c2ccccc2)Sc2nc3ccccc3n21 (stereo not drawn)	-9	17
Cc1ccc(C(=O)Nc2nnc(NC(=S)Nc3ccccc3)s2)cc1	4	33
CCCCOc1ccc(/C=c2\sc3ncnn3c2=O)cc1	-7	-4
O=C(CN1CCN(S(=O)(=O)c2ccc(Br)cc2)CC1)N/N=C/c1ccco1	4	9
CC(=O)c1ccccc1OCCCOc1cccc2cccnc12	-1	-3
Cn1ncc(Cl)c1C(=O)NC1C2CC3CC(C2)CC1C3 (stereo not drawn)	2	-3
Cc1nnc(NCCN2CCOCC2)[nH]c1=O	-11	11
COc1ccc(/C=C(/C#N)C(=O)Nc2cccc(C)c2C)cc1C(=O)O	4	-9
CCCCCCc1ccc(N2C[C@H](Cc3ccccc3)[C@@H](CC(=O)Nc3ccccc3)C2=O)cc1	3	-5
C[C@@H]1CN([C@H](C)CO)C(=O)CCCn2cc(nn2)CO[C@H]1CN(C)C(=O)Nc1ccc(C(F)(F)F)cc1	-3	4
CC(C)C(=O)Nc1ccc2c(c1)nc(CCN1CCN(c3ccccc3)CC1)n2C	5	2
CC(=O)Nc1ccc(NC(=O)c2oc3cc(C)c(C)cc3c2C)cc1	7	8
O=C(N/N=C/c1c(O)n(-c2ccccc2Cl)c(=O)c2ccccc12)c1cccnc1	8	4
Cc1ccc2nc(-c3ccccn3)oc2c1	9	-4
CCNC(=O)C1(C)CCN(C(=O)c2ccc(-c3ccccc3)cc2)C1 (stereo not drawn)	-1	-14
C/C(=N\O)C(=O)NCCCNCCCN(C)C	5	-6
CCOc1cc(C(=O)N(C)CC(=O)Nc2cccc(F)c2)ccc1OCC(=O)N1CCCCC1	-5	-1
CC(=O)Nc1ccc(S(=O)(=O)N2CCCCC2c2cccnc2)cc1 (stereo not drawn)	4	-12
S=C(Nc1ccc2snnc2c1)N1CCN(c2ccccn2)CC1	-10	15
CC(C)CCNC(=O)Nc1ccc2c(c1)N(C)C(=O)CS2	-2	2
CCC(=O)N1c2ccccc2C(N(C(=O)CC)c2ccccc2)CC1C (stereo not drawn)	0	-1
Cc1ccc(NC(=O)NC(=O)CSc2nnc(-c3ccc(Cl)cc3Cl)n2N)c(C)c1	-2	12
Cc1cc(C)c2nc(NC(=O)c3ccc(OCC4CCCO4)cc3)sc2c1 (stereo not drawn)	6	12
COc1ccc(C(=O)Nc2cc(OC)cc(OC)c2)cc1	-4	-25
O=C(O)C1(O)C[C@H](O)C(O)[C@@H](O)C1 (stereo partly drawn)	2	-14
COc1ccccc1N1CCN(CC(O)c2ccc3cc[nH]c3c2)CC1 (stereo not drawn)	3	12
CNc1nc(SCC(=O)Nc2ccccc2)nc(N2CCOCC2)n1	-12	1
CCn1cnc2sc(-c3ccccc3)cc2c1=O	5	7
CCOc1ccccc1C(=O)NC(C(=O)NCCc1ccccn1)C(C)C (stereo not drawn)	0	0
CCOC(=O)C1=C(COC(=O)c2ccc(Cl)c(S(=O)(=O)N3CCOCC3)c2)NC(=O)NC1C (stereo not drawn)	-9	-3
CCOc1nc2c(c(-c3cccs3)c1C#N)Cc1ccccc1-2	12	8
O=C(NCc1cccnc1)C1CCC(CNS(=O)(=O)c2cccc3nsnc23)CC1 (stereo not drawn)	-10	18
CC(C)(C)C1CCC(OC(=O)C[N+]2(C)CCCC2)CC1 (stereo not drawn)	-15	12
Cn1c(C(=O)NCCCN2CCN(c3ccccc3F)CC2)cc2c(=O)n(C)c3ccccc3c21	0	14
COc1ccc(OCC(O)CNC(=O)Nc2ccccc2)cc1 (stereo not drawn)	-14	4
CC1CCCCC12NC(=O)N(CC(=O)Nc1ccc(OC(F)F)cc1)C2=O (stereo not drawn)	-1	-6
COc1cccc(Oc2ccc(N)cc2)c1	0	2
O=S(=O)(Nc1cccc(C(F)(F)F)c1)c1cnc[nH]1	3	6
N/C(=N\OC(=O)c1cccnc1)c1ccc(Cl)cc1Cl	4	6
Cc1ccc2c(CC(=O)OCC(=O)N(CC(C)C)c3c(N)n(Cc4ccccc4)c(=O)[nH]c3=O)coc2c1	-3	2
CCC(=NOCc1ccccc1)C(=O)NNS(=O)(=O)c1ccc(C)cc1	1	-4
COc1cc(C(=O)Nc2nnc(C3=COCCO3)o2)cc(OC)c1OC	2	8
c1ccc(CSc2snnc2-c2ccccc2)cc1	-5	3
COc1ccccc1NC(=O)N1CCc2[nH]c3ccc(Cl)cc3c2C1	10	19
CC(C)=CCC/C(C)=C/CNC(=O)C[C@H]1C[C@H](C(=O)N2CCCCC2)[C@@]2(CCc3ccccc3)c3[nH]c4ccc(Cl)cc4c3CCN2C1=O	-4	-16
COCCN(C(=O)COC(=O)CCC(=O)c1ccc(C)cc1)c1c(N)n(Cc2ccccc2)c(=O)[nH]c1=O	3	-9
CCC1=NNC(=O)C(CC(=O)Nc2ccccc2)c2cc(OC)c(OC)cc21 (stereo not drawn)	-1	-7
CC(CC(=O)N(C)CC(=O)Nc1ccc(N2CCOCC2)cc1)c1ccccc1 (stereo not drawn)	-9	-12
CC(C)(C)OC(=O)N1CCCC(C(=O)Nc2cccc(C(=O)N3CCOCC3)c2)C1 (stereo not drawn)	-2	1
O=C(NCc1ccc(Cl)cc1)C1CCCO1 (stereo not drawn)	-4	0

Further records
mol	H9c2 TAG inh DAPI viability	H9c2 TAG inh
CCCCCCSc1ccc(-c2nc3ccccn3c2NCCCC)cc1	151	-4
CCc1nnc(NC(=S)Nc2ccccc2)s1	6	2
Cc1cc(NC(=O)/C=C/C(=O)N(CC(=O)NC2CCCC2)c2ccc(F)cc2)no1	1	15
O=C(CSc1n[nH]c(=O)[nH]c1=O)N/N=C/C=C\c1ccccc1	-8	5
CSCCC(NC(=O)c1cc(CC(C)C)oc1C)C(=O)O (stereo not drawn)	4	2
O=C(NCCCn1ncc2ccccc21)c1cc(COc2c(F)cccc2F)on1	8	5
CSCCC(NC(=O)c1ccccc1Cl)C(=O)N(C)CC(=O)Nc1ccc(N2CCOCC2)cc1 (stereo not drawn)	-5	11
CCC(C)Sc1ccc(-c2nc3cc(C)ccn3c2NC2CCCCC2)cc1 (stereo not drawn)	-2	22
Cc1cc(C(=O)N2CCCC(CO)(Cc3ccc(F)cc3)C2)c(C)o1 (stereo not drawn)	-1	-3
CC(C)CN(C(=O)CCc1ccccc1Cl)c1c(N)n(Cc2ccccc2)c(=O)[nH]c1=O	-4	22
Cc1cc2ccccc2n1CCNC(=O)C(C)C	2	6
CCC1=NC(c2ccc(Br)cc2)N(O)C1(C)C (stereo not drawn)	-2	-4
CCc1cccc2c(C(=O)CSc3nnc(C4CC4)o3)c[nH]c12	3	1
Nc1nnc(SCCCC(=O)c2ccc(Br)cc2)s1	-6	-8
COc1cc(C(=S)N2CCOCC2)cc(OC)c1OC(=O)c1ccc([N+](=O)[O-])cc1[N+](=O)[O-]	8	-9
Cc1cc(NC(=O)CSc2ccc3ccccc3c2)no1	8	8
Cn1c(N)c(C(=O)CSc2nnc(Cc3cccs3)n2C2CC2)c(=O)n(C)c1=O	-3	-21
CCOCCn1c(CN(C)Cc2ccccc2)nc2c1c(=O)n(C)c(=O)n2C	-2	-4
OC(COc1cccc(OCC(O)CN2CCOCC2)c1)CN1CCOCC1 (stereo not drawn)	-2&-9	5&5
COc1ccc(Cl)cc1-c1nc(SCC(=O)NC2CCCC2)n[nH]1	4	-4
CCOC(=O)c1c(-c2ccccc2)csc1NC(=O)/C(C#N)=C\c1ccc(O)c(OC)c1	5	-19
C1CC1Cc1noc(CN2CCN(CC3CC3)CC2)n1	8	3
Cc1ccc(OCC(=O)Nc2cc(-c3nn4c(C)nnc4s3)ccc2C)cc1	-11	28
Cc1ccc(NC(=S)N(CCN(C)C)Cc2cccs2)cc1	11	-7
CC(=O)NS(=O)(=O)c1ccc(NC(=O)c2cccc(OCc3c(C)noc3C)c2)cc1	0	-1
COc1ccc(C(=O)Nc2ccnn2C2CCN(Cc3ccc4nonc4c3)CC2)cc1	-7	18
CN(C)CCNc1ncnc2c1ncn2[C@H]1CN(Cc2ccc(-c3ccccc3)cc2)C[C@@H](CO)O1	-18	29
COc1cc(NC(=O)c2ccccc2)c(OC)cc1NC(=O)CN1CCCCC1	6	-7
O=C(O)CC1(CC(=O)Nc2cc(C(F)(F)F)cc(C(F)(F)F)c2)CCCCC1	-38*	94*
COC(=O)C1CCC(=S)N1C(=O)c1ccccc1 (stereo not drawn)	-4	6
O=C(COC(=O)c1cccc([N+](=O)[O-])c1)Nc1ccc(Cl)cn1	-1	4
CN(C(=O)CSc1ncnc2ccccc12)C1CCS(=O)(=O)C1 (stereo not drawn)	1	-1

Gathered by group: the entries above containing a cyano group.
mol	H9c2 TAG inh DAPI viability	H9c2 TAG inh
COc1ccc(/C=C(/C#N)C(=O)Nc2cccc(C)c2C)cc1C(=O)O	4	-9
CCOc1nc2c(c(-c3cccs3)c1C#N)Cc1ccccc1-2	12	8
CCOC(=O)c1c(-c2ccccc2)csc1NC(=O)/C(C#N)=C\c1ccc(O)c(OC)c1	5	-19

(listing goes on)
mol	H9c2 TAG inh DAPI viability	H9c2 TAG inh
CC(=O)N1CCN(C(=O)c2cccc(S(=O)(=O)N3CCN(c4ccc(F)cc4)CC3)c2)CC1	3	-14
CCOc1ccc(N(CC(=O)Nc2c(C)cc(C)cc2C)C2=NC3CS(=O)(=O)CC3S2)cc1 (stereo not drawn)	-4	6
Cc1cc(C)c(S(=O)(=O)N2CCCCC2CCNC(=O)C(=O)NCc2ccccn2)c(C)c1 (stereo not drawn)	-12	-34
CC(=O)Nc1ccc(NC(=O)COC(=O)[C@@H](NC(=O)c2ccc(F)cc2)C(C)C)cc1	-10	-1
COc1ccc(S(=O)(=O)N2CCC(C(=O)Nc3ccc(F)cc3)CC2)c2cccnc12	-5	-2
COc1ccc(-c2nc(SCC(=O)N(CC(C)C)c3c(N)n(Cc4ccccc4)c(=O)[nH]c3=O)n[nH]2)cc1	1	11
Cc1ccc(CCNC(=O)C2CCC(CNc3c(N4CCC(C)CC4)c(=O)c3=O)CC2)cc1 (stereo not drawn)	-3	0
O=C(NNC(=O)c1ccccc1Cl)c1cccs1	9	-9
O=C(CN1C(=O)NC2(CCCCC2)C1=O)NCCc1ccc(Cl)cc1Cl	1	6
O=C(NCCN1C(=O)S/C(=C\c2cccnc2)C1=O)c1cc(S(=O)(=O)N2CCOCC2)ccc1F	3	3
CC(O)(c1ccccc1)C(C(c1ccccc1)N1CCOCC1)N1CCOCC1 (stereo not drawn)	-4	-5
COc1ccc(Br)cc1/C=N/NC(=O)c1nc(-c2ccccc2)n2c1CCCCC2	-1	1
CC1(C)C(=O)Nc2ccccc2N1C(=O)COC(=O)Cn1cnc2ccccc2c1=O	-4	-9
O=C(NCCCCNC(=O)c1cccnc1Cl)c1cccnc1Cl	0	2
CCN(C(=O)CSc1nnnn1-c1ccc(Cl)cc1)C1CCS(=O)(=O)C1 (stereo not drawn)	0	-22
O=[N+]([O-])c1cccc(S(=O)(=O)N/N=C\c2ccc3c(c2)OCO3)c1	-7	0
O=C(Nc1nccs1)c1cc2cc(Cl)ccc2oc1=O	1	0
O=C(NNC(=O)C1CCCCC1)c1ccc(Br)cc1	3	-8
O=C(CN1CCC(Cc2ccccc2)CC1)NC(=O)NC1CCCCC1	16	5
CN(C)c1ccc(C2=NOC(CN3C(=O)c4ccccc4S3(=O)=O)C2)cc1 (stereo not drawn)	10	-7
O=C(/C=C/c1cccs1)c1ccc([N+](=O)[O-])cc1	14	-11
CSc1nsc(SC)c1C(=O)Nc1ccc(Cl)cc1	3	-3
CN(c1ccc(F)cc1)S(=O)(=O)c1ccc(Cl)c(C(=O)OCC(=O)NC2CC2)c1	-7	-2
CC(C)C(=O)Nc1ccc(Nc2ccccc2)cc1	-4	-5

Given field by field: 2 of the compounds above.
CN(C)c1ccc(C2=NOC(CN3C(=O)c4ccccc4S3(=O)=O)C2)cc1 (stereo not drawn)
  H9c2 TAG inh DAPI viability: 10; H9c2 TAG inh: -7

O=C(Nc1nccs1)c1cc2cc(Cl)ccc2oc1=O
  H9c2 TAG inh DAPI viability: 1; H9c2 TAG inh: 0

New compounds follow:
mol	H9c2 TAG inh DAPI viability	H9c2 TAG inh
O=C(Nc1ccc(S(=O)(=O)N2CCCC2)cc1)C1CC(=O)N(CCc2ccccc2)C1 (stereo not drawn)	-36	27
COc1cc(SC)ccc1C(=O)Nc1cc(C)ccn1	-8	1
CC(NC(=O)C1CCCCC1)C(c1cccs1)N1CCOCC1 (stereo not drawn)	-9	-44
Cc1ccc(-c2nn(-c3cc(N4CCNCC4)ccc3[N+](=O)[O-])c(=O)c3ccccc23)cc1	20	31
